Assay outcomes deposited in PubChem by several laboratories.
S1P4 antagonist: blocks the human S1P4 receptor | inhibition, % at 4.98 µM | S1P4-expressing cells, antagonist mode, reporter read-out | hit rate 0.26% among 220,000; in the data active = inhibition above about 29%;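 also: 0% = wells stimulated with agonist and 100% = vehicle wells without agonist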
NPY-Y2 PAM-ag: potentiates or activates human NPY-Y2 receptor | P49146 | cells expressing NPY-Y2, potentiator/agonist read-out | activation, % at 3.6 µM | hit rate 0.45% among 220,000 | AID 1359; in the data active = activation above about 27%;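 also: cells stimulated with NPY near EC25 plus isoproterenol at EC100; 0% = vehicle plus submaximal agonist and 100% = vehicle plus saturating agonist; some results beyond the cut were filed as inactive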
Wee1 degr inh: blocks degradation of human Wee1 kinase; P30291; HeLa Luc-Wee1K328M stability, luciferase luminescence; 100% = proteasome inhibitor MG132 effect; reporter increase, % at 5 µM; hit rate 1.2% among 220,000;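 active = activation above the mean of all tested compounds plus 3 SD, set per screening run, cut at about 8.8% in these data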;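 also: cells exposed to compound for 20 h before luminescence read; 0% = DMSO alone and 100% = MG132 at 30 µM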
BaF3 parental: counter-screen for JAK2V617F inhibitors: parental Ba/F3 viability inhibitors; inhibition, % at 5.6 µM; hit rate 1.1% among 220,000; CellTiter-Glo ATP luminescence;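 active = inhibition above a per-campaign cutoff, the mean inhibition of all tested compounds plus 3 SD, cut at about 27% in these data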;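 also: 0% = DMSO wells and 100% = JAK Inhibitor I control wells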
eIF4E 4G PPI: eIF4E/eIF4G interaction inhibition in translation initiation. TR-FRET eIF4E-eIF4GI(517-606) binding, 2 h. inhibition, % at 21.7 µM. AID 782. P63073+Q04637. hit rate 0.37% among 220,000;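 active = inhibition above about 30%, limit read from the data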;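 also: 0% = full FRET control wells and 100% = background wells lacking eIF4GI fragment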
Mdm2 ligase inh: blocks human Mdm2 ubiquitin ligase activity. Q00987. cell-based MDM2 ubiquitination luciferase reporter, 2 h; 0 = plate control, 100 = twice control, blank-subtracted. signal enhancement, % at 5 µM. hit rate 0.11% among 210,000. AID 1230;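 active = signal enhancement of 30% or more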;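 also: luminescence tracks abundance of the self-degrading MDM2-luciferase fusion protein; higher signal means inhibition of MDM2 E3 ligase activity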
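Buffer or medium: Cells held in DMEM | Assay system: Stable mammalian line carrying autodegrading MDM2–luciferase fusion reporter | Quantity: 2000 cells/well | Times: 4 h settle plus 2 h compound, 37 °C | Doses: One concentration, 5 µM, with 0.2% DMSO | Technique: Luminescence with SteadyLite reagent, 15 min at room temperature | Benchmarks: Plate controls and plate blanks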
S1P4 ag: agonists of human S1P4 receptor. activation, % at 4.98 µM. S1P4-expressing cell line, agonist reporter assay. hit rate 0.35% among 220,000. AID 1509; in the data active = activation above about 11%;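 also: 0% = DMSO vehicle and 100% = reference agonist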
Ba/F3 V617F tox: loss of viability in JAK2V617F-driven Ba/F3 cells | hit rate 1.1% among 220,000 | inhibition, % at 5.6 µM | Ba/F3 EpoR-JAK2V617F viability, ATP luminescence;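 active = inhibition above the campaign mean plus 3 SD over all tested compounds, cut at about 24% in these data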;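 also: cytokine-independent growth of Ba/F3 cells driven by EpoR plus mutant JAK2; 0% = DMSO-treated cells and 100% = JAK inhibitor I control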
PERK inhibitor: human PERK inhibition, primary cell-based screen; Q9NZJ5; CHO PERK-DD fusion, SEAP luminescence translation reporter; inhibition, % at 5.6 µM; hit rate 0.17% among 220,000;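 active = inhibition above the mean inhibition of all tested compounds plus 3 SD, set separately per screening campaign, cut at about 2.9% in these data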;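 also: PERK kinase domain activated by AP20187 dimerizer at 100 nM; 0% = DMSO with dimerizer and 100% = rapamycin at 8.4 µM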
* hit, by the source's call; / = no result given; [ ] = dose if it differs, or a comment.

SMILES | S1P4 antagonist | NPY-Y2 PAM-ag | Wee1 degr inh | BaF3 parental | eIF4E 4G PPI | Mdm2 ligase inh | S1P4 ag | Ba/F3 V617F tox | PERK inhibitor
Cc1ccc(CN2CCSc3ccc(C(=O)N4CCN(c5ncccn5)CC4)cc32)cc1 | -33 | -2 | 0 | 0 | -25[fluorescence artefact?] | -4 | 2.9 | -4 | 0.6
CC1CCCN(C(=S)Nc2ccc(Nc3ccccc3)cc2)C1 (centres undefined) | -14 | 2 | -2 | 7 | -1 | -9 | 0.0 | 2 | 0.4
O=C(CCN1CCOCC1)c1ccccc1 | -4 | 8 | 1 | 0 | 9 | -11 | -5.8 | -5 | 0.8
O=C(NCCC1=CCCCC1)C1CCN(C(=O)c2ccc(Cl)cc2)CC1 | -15 | -2 | 5 | 5 | -8 | -2 | -1.4 | -1 | -0.5
COCC(=O)N(C)C1(c2nnnn2CCOC(=O)Nc2cccc3ccccc23)CCCC1 | -4 | 8 | 0 | 4 | -3 | -11 | -1.0 | -5 | -0.1
COc1ccc(-n2c(COc3cccc4cccnc34)nnc2SCC(=O)O)cc1 | -7 | -12 | 0 | 6 | -1 | -23 | -0.2 | 5 | 1.2
CCOC(=O)c1[nH]c(C(=O)O)c(CCC(=O)OC)c1C | -13 | -13 | -2 | 6 | 2 | -8 | 2.9 | 2 | 0.6
Cc1ccc(OCC(=O)Nn2cnnc2)c(Br)c1 | 0 | -6 | -3 | 0 | 4 | -10 | 1.7 | -5 | 0.8
CCNc1nc(NC(C)C)nc(Oc2ccc(OCCOc3ccccc3)nn2)n1 | -13 | 12 | 2 | 4 | 57* | -16 | -0.5 | -1 | -0.1
CC(C)(C)C1CCc2c(C(=O)NNC(=O)/C=C/C(=O)O)csc2C1 (centres undefined) | -17 | -2 | 6 | 5 | 4[fluorescence artefact?] | -9 | 0.3 | -4 | 0.6
C=CCn1c(SCC(=O)N(CC)CC)nc(O)cc1=O | 15 | -1 | 0 | 4 | -2[fluorescence artefact?] | -9 | 0.2 | -1 | 0.3
COc1cc2c(cc1OC)C(C(=O)Nc1cc(OC)c(OC)c(OC)c1)C(c1cccnc1)N(C)C2=O (centres undefined) | -2 | -10 | 1 | -2 | 1 | -32 | -2.4 | -1 | -0.4
Cc1ccc(SCC(=O)Nc2cccnc2)cc1 | -28 | -9 | 1 | 0 | / | / | 1.7 | -3 | 0.2
Cc1ccc2cc(C#N)c(NCCNC(=S)NCCCN(C)C)nc2c1C | 8 | -14 | 1 | 13 | -1 | -18 | 0.1 | 6 | 0.2
CCCn1c(C2CC(=O)N(c3cc(OC)ccc3OC)C2)nc2ccccc21 (centres undefined) | 0 | 7 | -3 | -1 | 3[fluorescence artefact?] | -4 | -1.5 | -1 | -0.5
COc1ccc(-c2nnc(-c3ccc(N(C)C)cc3)o2)cc1 | -16 | -4 | 4 | 2 | 0 | -23 | 0.8 | -2 | -0.5
O=C(NCC(=O)N1CCN(S(=O)(=O)/C=C/c2ccccc2)CC1)c1ccccc1F | -18 | -31 | -2 | 5 | 2 | -22 | -1.6 | 3 | -0.2
CC(C)(C)OC(=O)N1CCC(CNC(=O)c2ccc(F)cc2)CC1 | -4 | -27 | 1 | 1 | -2 | -3 | 1.4 | -1 | -0.7
Cc1ccc(OCCSc2nnc(-c3ccncc3)n2C)cc1 | 0 | 9 | 1 | 6 | 0 | -5 | -3.4 | -2 | 0.2
Cc1ccc(-c2cnc(SCC(=O)N3CCCc4ccccc43)n2C)cc1 | -1 | -27 | -1 | 3 | 8 | -2 | -0.1 | 4 | -1.7
Cc1ccc(NC(=O)c2oc3c(c2C)C(=O)CC(C)(C)C3)cc1 | -10 | -15 | -2 | 4 | 3[fluorescence artefact?] | -13 | -0.6 | 1 | 0.3
O=C(COC(=O)c1ccc(-c2nnc(-c3ccccc3)o2)cc1)c1ccccc1 | -22 | 13 | 2 | 7 | 1 | -15 | -0.6 | -3 | 0.7
COc1ccc(Cn2c(C3CC3)nc3ccc(NC(=O)C4CC4)cc3c2=O)cc1 | 8 | 1 | 4 | 5 | 5 | -8 | 0.1 | 0 | -0.5
COc1ccccc1Oc1c(C)oc2cc(OC(=O)c3ccco3)ccc2c1=O | 2 | 13 | 4 | 3 | 10 | -9 | 0.4 | 1 | 0.3
Cc1ccc(S(=O)(=O)NCCC(c2ccccc2)c2ccccc2)cc1C(=O)O | -21 | 11 | 0 | -2 | 1 | -17 | 0.3 | 1 | 0.3
CN1C(=O)Cc2cc(S(=O)(=O)NCc3cccs3)ccc21 | -13 | 2 | 1 | 6 | 3 | -1 | 0.4 | -4 | 0.5
Cn1c2c(c(=O)n(C)c1=O)C(c1ccc(F)cc1)C(C#N)=C(N)O2 (centres undefined) | 2 | -24 | -2 | 9 | 2 | 6 | 0.0 | 3 | 0.4
COC(=O)c1n[nH]c2ccccc12 | -2 | -5 | 0 | -1 | 12 | -12 | 0.8 | 0 | 0.2
COc1ccccc1C(=O)Nc1ccc(N2CCN(S(C)(=O)=O)CC2)cc1 | 1 | 5 | -2 | 7 | 5[fluorescence artefact?] | -2 | -0.8 | 0 | -1.1
O=C(c1ccc(CNc2c(N3CCOCC3)c(=O)c2=O)cc1)N1CC=C(c2ccccc2)CC1 | -4 | 14 | 0 | 6 | 2[fluorescence artefact?] | -5 | -0.9 | 3 | 0.8
CCOc1ccccc1N1CC(O)=C(c2nc3ccccc3s2)C1=N | -26 | -21 | 10* | 77* | -2 | -15 | 1.2 | 83* | -0.7
CC(C)c1cc(NC(=O)C(C)(C)C)cc(C(C)C)c1O | -10 | -11 | 3 | 9 | 1 | -1 | -0.1 | 4 | 0.4
COc1cc(C(=O)Nc2ccc3c(c2)N(C(=O)CCN(C)C)c2ccccc2CC3)cc(OC)c1OC | -8 | 3 | -2 | 0 | -3 | 9 | 3.2 | -4 | -0.3
Cc1cccc(-c2n[nH]c([N+](=O)[O-])n2)c1 | -12 | -14 | 0 | 2 | 0[fluorescence artefact?] | -6 | 2.5 | 3 | 0.1
CCN(CC)S(=O)(=O)c1ccc(N2CCCC2)c(NC(=O)c2ccc(OC)cc2OC)c1 | -13 | 0 | 0 | 3 | -3 | -14 | 1.5 | -3 | -0.2
O=C(CCNS(=O)(=O)c1cccc2nsnc12)Nc1ccc2c(c1)OCCO2 | -9 | 3 | 0 | -1 | 0 | -16 | -1.3 | -1 | -0.3
CN(CCO)Cc1csc2ccc(Br)cc12 | 8 | -20 | 3 | 2 | 2 | -27 | 1.8 | 0 | 0.3
COc1ccccc1NC(=S)NC(=O)C(C)C | -4 | -4 | -2 | 3 | -12[fluorescence artefact?] | 1 | -1.6 | 4 | -0.5
CCCc1[nH]nc2c1C(c1cccnc1)C(C#N)=C(N)O2 (centres undefined) | -2 | 9 | 2 | 3 | -4 | -11 | 1.3 | 2 | 1.5
Cc1ccc(S(=O)(=O)NCCC(c2ccccc2)c2ccco2)cc1 (centres undefined) | -11 | 1 | -2 | 7 | 2 | -5 | -0.2 | 3 | -0.3

Some entries already given, reduced to eIF4E 4G PPI:
SMILES	eIF4E 4G PPI
Cn1c2c(c(=O)n(C)c1=O)C(c1ccc(F)cc1)C(C#N)=C(N)O2 (centres undefined)	2
CCCn1c(C2CC(=O)N(c3cc(OC)ccc3OC)C2)nc2ccccc21 (centres undefined)	3[fluorescence artefact?]

Carrying on.
SMILES | S1P4 antagonist | NPY-Y2 PAM-ag | Wee1 degr inh | BaF3 parental | eIF4E 4G PPI | Mdm2 ligase inh | S1P4 ag | Ba/F3 V617F tox | PERK inhibitor
CCOC(=O)N1CCC(N2CCCC(CO)(Cc3cccc(Cl)c3)C2)CC1 (centres undefined) | 3 | 3 | 4 | 0 | -5 | -14 | 0.9 | 1 | 1.0
COc1ccc(-c2cc(C(=O)NN)n(-c3ccccc3)n2)cc1 | -5 | 10 | 0 | 3 | -3 | -6 | -1.2 | -2 | 0.5
COC(=O)c1cn(CCOc2ccccc2F)c2ccccc12 | -12 | -1 | 1 | 5 | -1 | -22 | 1.4 | -5 | -0.9
O=C(CN1CCCC1)NC1C2CC3CC(C2)CC1C3 (centres undefined) | -16 | -13 | -2 | 3 | -6 | -22 | -1.5 | -4 | 0.6
O=C(CNC(=O)c1ccccc1Cl)N/N=C/c1ccc([N+](=O)[O-])s1 | -14 | -1 | 1 | 3 | -9 | -15 | 0.1 | -2 | 0.9
CCOC(=O)N1CCN(c2c(N3CCN(c4cc(C)ccc4C)CC3)c(=O)c2=O)CC1 | -14 | 7 | -3 | 4 | -3 | -12 | 1.2 | -1 | -0.8
O=C(NN1CCOCC1)c1cc(-c2ccc(Br)s2)nc2ccccc12 | -14 | 1 | 4 | 12 | 0 | -16 | 0.1 | 3 | 0.0
CCOC(=O)N1CCN(C(=O)C2CCN(S(=O)(=O)c3cc(Cl)ccc3Cl)CC2)CC1 | 1 | 12 | 2 | 6 | 3 | -3 | -4.2 | -1 | 0.3
CCOC(=O)N1CCN(S(=O)(=O)c2ccc(OC)c(Cl)c2Cl)CC1 | -13 | 4 | 0 | 1 | -2 | -6 | 0.2 | -2 | 1.2
COCCCNc1nc2ccccc2nc1NS(=O)(=O)c1ccc(C)cc1 | -4 | 2 | -1 | -1 | -4 | -9 | -0.3 | -1 | -0.2
CC(=O)N(C(C)=O)n1c(/C=C/c2cccc([N+](=O)[O-])c2)nc2ccccc2c1=O | -8 | -5 | 2 | 4 | -2 | -13 | -0.3 | 2 | 0.0
COc1ccc(C(=O)C2CCCN(C(=O)c3noc4c3CCCC4)C2)c(C)c1 (centres undefined) | -3 | -12 | 2 | 2 | -2 | -9 | 2.4 | 5 | -0.5
CCOc1ccc(NS(=O)(=O)c2ccc3c(c2)CCN3C(=O)CCC(=O)O)cc1 | -14 | -13 | -2 | 1 | -2 | -1 | 0.3 | 2 | 0.5
CO/N=C/C(C#N)=C/c1cc(C(=O)c2ccccc2)cn1C | -6 | -13 | -2 | 16 | -1 | 3 | -0.7 | 7 | -0.4
COc1cc2c(cc1OC)CN(C(=S)Nc1ccccc1Cl)CC2 | -3 | 8 | 1 | 6 | -9 | -2 | -0.1 | 3 | 0.2
Cc1noc(C)c1COc1ccc(C(=O)OCC(=O)Nc2c(C)n(C)n(-c3ccccc3)c2=O)cc1 | 3 | -13 | -2 | 2 | 5 | -17 | -0.2 | 3 | -0.3
Cc1cc(=O)n2nc(N3CCC(C(=O)N4CCN(C)CC4)CC3)sc2n1 | -25 | 1 | -1 | 5 | 7 | -19 | 0.1 | 0 | 1.0
COc1ccc(/C=C(\NC(=O)c2ccccc2)C(=O)OCC2CCCN3CCCCC23)cc1OC (centres undefined) | -2 | -9 | 1 | 3 | 1 | 11 | -2.1 | -2 | -0.1
CCN1CCN(c2c(Cl)cccc2NC(=O)c2ccco2)CC1 | -1 | -2 | -2 | 2 | 5 | -16 | 0.1 | -3 | -0.3
CCOc1ccc(CC(=O)Nc2c(C(N)=O)oc3ccccc23)cc1OCC | -12 | -11 | 0 | 8 | -4 | -13 | -2.8 | 8 | -1.4
Cc1ccc(N2CC(=O)Nc3c(sc4nc(C)cc(C)c34)C2=O)cc1 | -18 | -3 | -3 | 0 | 5 | -8 | 1.1 | -1 | 1.2
CCOC(=O)/C(C#N)=C1/SC(C)C(=O)N1c1ccc(Br)cc1 (centres undefined) | -20 | -4 | 2 | 3 | -5[fluorescence artefact?] | -12 | 1.2 | 1 | 0.0
